Screening results: PubChem BioAssay, The Scripps Research Institute Molecular Screening Center
TAAR1 antag: human TAAR1 antagonism; Q96RJ0; CHO RD-HGA16 TAAR1, Fluo-8 calcium fluorescence, antagonist; inhibition, % at 3 µM; hit rate 1.5% among 360,000;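 active = inhibition above a per-plate cutoff, the mean inhibition of test compounds on that plate plus 3 SD, cut at about 49% in these data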;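 note: 0% = DMSO plus EC80 beta-PEA response and 100% = DMSO alone without agonist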
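Test system – hTAAR1-expressing CHO RD-HGA16 cells, Gα16-coupled · Also added – β-PEA at EC80 concentration, post-compound challenge · Compound – 3 µM, single point · Incubation – dye loading 75 min at 37 °C, then 30 min room temperature · Measured by – Fluo-8 intracellular calcium dye fluorescence, real-time kinetic reads · Benchmarks – vehicle and agonist controls · Replicates – singlicate, one well per test compound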
CHRM1 agonist: human M1 muscarinic receptor agonism; CHO-K1 hM1, Fluo-8 calcium fluorescence, agonist mode; 0% DMSO, 100% acetylcholine EC100; activation, % at 3 µM; hit rate 0.33% among 360,000; AID 588814;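 active = activation above the run's mean compound activation plus 3 SD, cut at about 16% in these data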;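 note: peak over basal fluorescence ratio within a 140 s kinetic read after compound addition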
M1 PAM: potentiates human M1 receptor response to acetylcholine | P11229 | CHO-K1 hM1, Fluo-8 calcium fluorescence, ACh EC20; 0% = ACh EC20, 100% = maximal ACh | activation, % at 3 µM | hit rate 0.088% among 360,000 | AID 588819; in the data active = activation above about 19%, passing the limit was not always enough
TAAR1 agonist: human TAAR1 agonism. CHO RD-HGA16 TAAR1, Fluo-8 calcium fluorescence; vehicle wells 0%, saturating PEA agonist 100%. activation, % at 3 µM. AID 624467. Q96RJ0. hit rate 0.99% among 360,000;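 active = activation above the mean activation of all test compounds in the run plus 3 SD, cut at about 38% in these data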
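Test system: RD-HGA16 (CHO) cells co-expressing Gα16 and hTAAR1 / Benchmarks: DMSO vehicle as 0%, PEA at EC100 as 100% / Repeats: no replicates (n 1) / Measure: % activation from peak over basal fluorescence ratio, DMSO-to-PEA scaled / Timing: 17-24 h plating, Fluo-8 75 min 37 °C, 30 min RT / Technique: kinetic Fluo-8 calcium fluorescence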
OXTR ag: agonists of human oxytocin receptor | P30559 | CHO-OTR cells, Fluo-8 calcium fluorescence; normalized: DMSO 0%, oxytocin 100% | activation, % at 3 µM | hit rate 0.32% among 320,000 | AID 2435;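 active = activation above the mean of all tested compounds plus 3 SD, cutoff set per screening run, cut at about 20% in these data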;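 note: peak over basal fluorescence ratio from a 100 s FLIPR kinetic read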
Target sequence (P30559 whole entry, looked up): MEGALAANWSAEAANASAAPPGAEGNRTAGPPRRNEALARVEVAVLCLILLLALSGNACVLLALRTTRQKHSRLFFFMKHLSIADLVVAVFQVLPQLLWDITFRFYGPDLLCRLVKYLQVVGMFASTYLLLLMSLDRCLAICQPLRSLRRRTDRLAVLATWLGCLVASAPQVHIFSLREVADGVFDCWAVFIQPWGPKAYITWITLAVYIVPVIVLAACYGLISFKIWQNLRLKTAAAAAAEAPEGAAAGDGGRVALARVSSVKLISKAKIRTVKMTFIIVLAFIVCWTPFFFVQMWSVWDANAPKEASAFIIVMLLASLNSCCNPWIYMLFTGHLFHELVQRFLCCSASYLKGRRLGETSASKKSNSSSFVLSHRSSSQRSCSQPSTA
V1aR counter: V1a receptor agonism, counter-screen for OXTR agonists; P37288; activation, % at 3 µM; AID 2797; hit rate 0.25% among 320,000; CHO-V1R cells, Fluo-8 calcium fluorescence, agonist mode; 0% DMSO, 100% 3 nM vasopressin;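 active = activation above the mean activation of all tested compounds plus 3 SD, per screening run, cut at about 20% in these data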;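 note: signal is peak over basal fluorescence ratio across a 100 second FLIPR read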
Target sequence (P37288 whole entry, looked up): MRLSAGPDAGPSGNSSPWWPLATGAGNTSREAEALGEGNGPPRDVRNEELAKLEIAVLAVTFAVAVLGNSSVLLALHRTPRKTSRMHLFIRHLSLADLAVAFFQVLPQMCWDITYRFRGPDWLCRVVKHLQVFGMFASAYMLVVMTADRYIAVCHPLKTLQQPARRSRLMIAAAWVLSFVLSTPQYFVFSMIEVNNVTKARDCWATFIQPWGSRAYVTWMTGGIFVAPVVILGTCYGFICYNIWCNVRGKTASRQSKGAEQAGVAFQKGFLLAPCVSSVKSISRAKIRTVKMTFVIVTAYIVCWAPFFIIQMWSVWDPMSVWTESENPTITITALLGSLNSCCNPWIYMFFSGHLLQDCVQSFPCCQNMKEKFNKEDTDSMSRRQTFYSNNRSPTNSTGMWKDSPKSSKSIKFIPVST
CHO parental Ca: counter-screen for OX1R antagonists: effect in parental CHO cells. parental CHO-K1, ATP-induced calcium, Fluo-8 fluorescence. inhibition, % at 5.6 µM. hit rate 0.63% among 330,000;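 active = inhibition above that plate's mean sample inhibition plus 3 SD, cut at about 26% in these data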;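 note: 0% = ATP-challenged DMSO wells and 100% = DMSO wells without ATP; some compounds past the cut are filed as inactive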
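Material: parental CHO cells / Compound: single nominal dose of 5.6 µM per compound / Signal: Fluo-8 fluorescence / Replicates: singlicate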
M1 antag: blocks human M1 muscarinic receptor; P11229; CHO-K1 hM1, Fluo-8 calcium fluorescence, ACh EC80 antagonist; inhibition, % at 3 µM; hit rate 1.3% among 360,000; AID 588852;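 active = percent inhibition above its own plate's cutoff, namely the mean of that plate's compound wells plus 3 SD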;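 note: peak over basal fluorescence ratio during 140 s after agonist addition; 0% = ACh EC80 plus DMSO and 100% = DMSO alone without agonist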
OXTR potentiate: human OXTR potentiation. AID 2445. CHO-OTR cells, Fluo-8 calcium fluorescence, potentiator mode; 0% = oxytocin EC15, 100% = EC100. hit rate 0.061% among 320,000. P30559. activation, % at 3 µM;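 active = activation above that plate's cutoff, the mean activation of tested compounds plus 3 SD, cut at about 6.6% in these data, passing the limit was not always enough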;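 note: 100% uses oxytocin at 75 nM as the full agonist control; some results filed as inactive read as strong as hits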
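System: human OTR in CHO cells; Also added: sub-maximal oxytocin, roughly EC15; Timing: compound 6 min at room temperature before oxytocin, 100 s read; Technique: Fluo-8 intracellular calcium fluorescence, ex 470-495, em 515-575 nm; Controls: oxytocin EC15 low and EC100 high; Replication: singlicate.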
* hit, by the source's call; . = not tested or not shown.

SMILES	TAAR1 antag	V1aR counter	M1 antag	M1 PAM	OXTR ag	CHRM1 agonist	CHO parental Ca	TAAR1 agonist	OXTR potentiate
O=C(O)c1cc(-c2ccccc2)n(-c2ccc(Cl)cc2)n1	-2.9	1.1	-0.9	-2.4	0.1	-4.8	-7.0	10.9	-4.1
CNC(=O)COc1ccc(S(=O)(=O)Nc2ccc(C)cc2)cc1	-1.3	1.5	3.0	-1.5	0.5	-1.0	3.9	2.4	0.0
COc1ccc(S(=O)(=O)NC(=O)C2(C)CCN2C(=O)C2(c3ccccc3)CCCC2)cc1 (stereo not given)	-3.5	.	-8.5	9.0	.	-1.6	.	1.2	.
O=C(c1cn[nH]c1)N1CCc2c([nH]c3ccccc23)C1c1c(F)cccc1Cl (stereo not given)	-1.2	1.8	-4.7	10.3	3.0	-9.1	-18.1	8.6	-15.8
CC(OC(=O)C1=COCCO1)C(=O)c1ccc(Br)cc1 (stereo not given)	-24.2	1.2	-15.2	7.0	-0.7	-3.3	-1.3	-0.3	-1.4
O=C(/C=C/c1ccc(Cl)cc1)NCc1ccco1	6.4	-0.1	-5.1	5.6	-1.9	-4.0	-3.6	-1.9	-6.6
CCOc1ccc(C(=O)Nc2ccc(S(=O)(=O)N3CCOCC3)cc2)cc1OCC	-9.9	0.7	2.8	1.4	-0.4	-3.0	-6.1	6.3	-16.6
CCOC(=O)c1ccc(NCCc2ccc(OC)c(OC)c2)c(N)c1	-9.3	0.2	-6.2	-1.0	-2.2	-7.4	-17.3	-0.2	-14.1
CCOc1ccccc1NC(=O)CN(c1ccc(OC)c(OC)c1)S(=O)(=O)c1ccc(C)cc1	-1.5	.	-9.1	-0.4	.	-6.3	.	2.0	.
CC(/C=N/NC(=O)c1cccnc1)=C\c1ccccc1	10.6	1.5	-5.5	9.0	-0.1	-4.0	-5.4	7.7	-4.6
O=C(C1CCCCN1S(=O)(=O)c1ccccc1)N1CCN(Cc2ccccc2)CC1 (stereo not given)	12.1	0.0	8.7	-0.9	-0.2	-0.7	-8.8	5.5	-3.6
Cc1cccc(-c2cc(C(=O)Nc3cccnc3)c3ccccc3n2)c1	58.5*	1.8	16.5	-6.3	-0.7	-2.6	-30.4	1.2	-5.1
CCCOP(=O)(c1ccc(N(C)C)cc1)C(O)c1cc(OC)ccc1OC (stereo not given)	-16.3	0.1	-7.2	9.3	-0.2	-3.0	-2.5	2.8	-1.2
Cc1ccc(NC(=O)CCNC(=O)Cn2cnc3ccccc3c2=O)cc1F	-7.5	-0.2	-11.4	3.4	0.0	-5.0	-15.3	4.3	-1.1
COc1ccc(-c2ccc(SCc3cccnc3)nn2)cc1OC	-3.4	1.6	7.7	-7.1	0.7	-5.0	0.8	6.6	-14.1
CC1(C(=O)NS(=O)(=O)c2ccc(Br)cc2)CCN1C(=O)c1cccc(F)c1 (stereo not given)	-1.5	.	-11.9	1.0	.	-2.2	.	-0.2	.

Reprinted from the results shown, 2 compounds:
SMILES	TAAR1 antag	V1aR counter	M1 antag	M1 PAM	OXTR ag	CHRM1 agonist	CHO parental Ca	TAAR1 agonist	OXTR potentiate
COc1ccc(-c2ccc(SCc3cccnc3)nn2)cc1OC	-3.4	1.6	7.7	-7.1	0.7	-5.0	0.8	6.6	-14.1
CC1(C(=O)NS(=O)(=O)c2ccc(Br)cc2)CCN1C(=O)c1cccc(F)c1 (stereo not given)	-1.5	.	-11.9	1.0	.	-2.2	.	-0.2	.

(list continues)
SMILES	TAAR1 antag	V1aR counter	M1 antag	M1 PAM	OXTR ag	CHRM1 agonist	CHO parental Ca	TAAR1 agonist	OXTR potentiate
COc1cc(NS(=O)(=O)c2ccc(NC(C)=O)cc2)ncn1	8.8	-0.8	-3.1	3.5	1.2	-3.0	-3.6	6.7	-1.0
Fc1ccc(CN2CCN(C(=S)NCCc3ccccc3)CC2)c(Cl)c1	0.8	-0.7	-7.2	5.9	1.5	-11.9	-25.0	3.1	-15.9
CC1CCC2(CC1)NC(=O)N(CC(=O)Nc1cc(S(=O)(=O)N3CCCC3)ccc1Cl)C2=O (stereo not given)	10.6	-0.6	-23.7	19.5	-0.5	2.4	-25.6	-0.6	-1.0
COc1nc(-c2ccc3c(c2)OCO3)n(-c2ccc(NC(=O)CSc3ccccc3)cc2)n1	28.5	0.8	-0.1	-1.3	-0.3	-3.5	-13.2	10.1	-1.2
Cc1cnc(CN(C)C(=O)CC2C(=O)NCCN2Cc2cccc(F)c2F)[nH]1 (stereo not given)	-2.9	-0.1	-14.6	6.9	-0.6	-3.2	-11.6	0.2	-7.7
CC(C)c1ccc(-c2nnn(CCC#N)n2)cc1	9.8	1.0	-3.9	11.0	0.6	-7.3	-2.3	6.2	-6.5
COc1cccc(/C=N/NC(=O)c2c(C)nc3ccc(Cl)cn23)c1O	-1.8	0.9	-18.8	9.6	3.2	-3.0	-2.4	0.1	-19.8
FC(F)(F)c1cc(Oc2ccc(Cl)cc2)nc(-c2ccccn2)n1	14.7	-1.6	-2.2	0.6	-1.5	-3.6	-11.6	10.4	-6.0
O=S(=O)(NCc1cccnc1)c1ccc(Br)c2ccccc12	9.5	1.8	0.7	2.0	2.6	-2.1	-18.4	-0.9	-4.9
COc1ccc(CN2C(=O)C(CC(=O)NC3CC3)CC(C(=O)N3CCOCC3)=C2C)cc1 (stereo not given)	-15.0	.	-14.7	-4.2	.	-2.4	.	4.8	.
COc1ccc(C(=O)Nc2cccc(/C=C(\CCC(=O)O)c3nc4ccccc4s3)c2)cc1	51.6*	0.1	7.4	-1.4	0.1	-2.5	-10.4	12.6	-11.9
Cc1nnc(NC(=O)c2ccncc2)s1	-3.8	0.6	6.7	-2.2	-0.5	-1.9	-3.4	4.4	-8.8
Cc1cc2ccc(C)c(C)c2nc1SCC(=O)c1cccs1	-0.6	9.2	-7.1	2.4	5.6	-3.9	-13.6	7.8	-10.5
CCOC(=O)/C(=N\Nc1cc(Cl)ccc1Cl)N1CCN(CC)CC1	-18.3	1.8	4.9	-6.8	1.9	-12.9	-10.5	6.8	1.3
COc1ccc(S(=O)(=O)NCC2CCCN(C(=O)c3ccco3)C2)cc1 (stereo not given)	-7.5	0.8	-6.6	5.4	-0.8	-9.5	-14.4	4.3	-9.9
COc1ccc(C(=O)NCC(=O)OCC(=O)NC(=O)NC2CCCCC2)cc1OC	5.4	1.3	-4.9	5.7	-0.1	-2.0	-8.4	0.6	-3.8
CCNC(=O)c1ccc(N(C)S(=O)(=O)c2cccs2)cc1	17.9	0.3	-10.6	12.5	0.9	-3.8	-14.5	0.5	-7.2
Cc1ccc(C)c(S(=O)(=O)N2CCN(C(=O)C3CCN(c4ncnc5sc(C)c(C)c45)CC3)CC2)c1	58.6*	2.2	18.4	-8.4	-0.6	-0.7	-2.9	4.9	-14.7
Cc1ccccc1S(=O)(=O)Cc1ccc(C(=O)NC2CCCCC2C)o1 (stereo not given)	1.4	3.6	-7.9	5.6	2.1	-0.7	-17.4	1.1	-9.3
COc1ccccc1CN(C)C(=O)C1(c2ccc(Cl)cc2)CC1	12.3	-0.8	-9.0	6.3	-2.0	-8.5	-20.5	-2.7	-9.4
Cc1ccc(S(=O)(=O)NCC(=O)NCC(=O)OCC(=O)NC(=O)NC(C)(C)C)cc1C	-15.5	-0.7	13.0	-0.4	-0.8	-3.0	-1.6	0.7	-4.3
Cc1nc(C)n(CCNS(=O)(=O)c2ccccc2)n1	2.4	-0.2	-7.8	4.9	1.0	-2.9	5.1	1.4	6.5
O=C(COC(=O)c1cccc(S(=O)(=O)N2CCCCCC2)c1)NCc1ccc(Cl)cc1	8.9	.	-9.1	22.1	.	5.2	.	2.7	.
O=C(Nc1ccccc1Cl)N1CCN(c2ccc3nncn3n2)CC1	-3.6	0.1	8.3	0.0	0.1	-7.7	0.0	-0.2	-0.8
COc1ccc(/C=C\c2onc(C)c2S(=O)(=O)N2CCC(C(=O)NCc3ccco3)CC2)cc1	-6.4	0.9	-9.3	4.7	-1.1	-2.8	-7.4	2.1	-6.8
Cc1ccc(-c2ccc(CCC(=O)O)n2NC(=O)c2cccs2)cc1	6.3	-0.1	-5.0	8.1	-0.4	-0.4	-9.7	1.5	-15.6
Cc1cc(C)n2nc(C(=O)OCC(=O)c3cc(C)n(C)c3C)nc2n1	2.3	2.0	7.2	-1.6	-0.4	-5.0	-3.2	0.5	-7.7
O=C(CN1CCN(c2ccc(O)cc2)CC1)NC(c1ccccc1)c1ccccc1	14.5	3.8	3.9	-0.7	4.2	-9.2	-13.8	7.2	-12.4
Cc1nnc(SCC(=O)NNC(=O)c2ccccc2)n1-c1ccccc1	-19.3	0.1	1.6	6.8	0.2	-7.7	-8.1	1.5	-3.7
Cc1c(C(=O)N2CCCCC2)c(S(=O)(=O)N2CCN(c3ccccc3F)CC2)c(C)n1C	-9.2	0.7	-4.8	5.5	0.5	0.0	-18.6	2.8	-4.9
Cn1c(-c2ccsc2)c(-c2cccs2)c2cc(-c3cccc4[nH]ccc34)ccc21	14.0	-0.2	-5.7	1.4	0.9	-1.4	-18.8	1.7	2.2
CCOc1ccc2c(c1)C(C)=CC(C)(C)N2C(=O)Nc1ccccc1F	-17.8	-0.6	-1.6	6.5	-1.5	-2.9	-10.0	5.3	-6.8
CCOCCCNC(=O)C(NC(=O)c1ccccc1O)c1ccccc1 (stereo not given)	9.7	0.2	0.0	8.6	-0.5	-9.3	-23.5	7.4	-0.2
O=C(CSc1ccc(-c2ccco2)nn1)NCc1ccccc1Cl	-15.1	0.6	4.6	-0.5	-1.1	-2.5	-11.7	2.2	0.7
COc1ccc([N+](=O)[O-])cc1NCC(=O)Nc1cccc(S(=O)(=O)N2CCCC2)c1	11.3	.	5.8	-6.8	.	-1.6	.	8.5	.
COc1ccc(OCc2nnc(SCC(=O)Nc3ccccc3Cl)o2)cc1	-8.9	2.7	-16.5	11.1	1.8	-3.7	-5.0	-1.1	-4.8
CCc1nnc(NC(=O)CSc2nnc(-c3ccc(S(=O)(=O)N4CCCC4)cc3)n2CC)s1	-11.4	-0.8	-12.6	5.2	-0.6	-6.3	-11.3	5.9	1.4
COc1cccc(C(C(=O)NC2CCCCC2)N(CCN2CCOCC2)C(=O)C2COc3ccccc3O2)c1 (stereo not given)	-12.3	-1.0	-7.8	8.0	-0.9	-2.5	-31.5	-0.1	-18.3
Cc1c(N=Cc2c(O)n(C3CCCCC3)c(=O)[nH]c2=O)c(=O)n(-c2ccccc2)n1C	0.3	-0.5	-8.9	5.0	-0.6	-4.5	3.3	1.1	0.3
